Screening results from PubChem.
PRMT1 FP inh – blocks human protein arginine methyltransferase 1. recombinant PRMT1, activity-based probe fluorescence polarization. inhibition, % at 2.79 µM. 1.3% of 370,000 active. AID 652257;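 active = inhibition above about 21% made by adding two undisclosed values, limit read from the data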
Target sequence (Q99873 whole entry, looked up): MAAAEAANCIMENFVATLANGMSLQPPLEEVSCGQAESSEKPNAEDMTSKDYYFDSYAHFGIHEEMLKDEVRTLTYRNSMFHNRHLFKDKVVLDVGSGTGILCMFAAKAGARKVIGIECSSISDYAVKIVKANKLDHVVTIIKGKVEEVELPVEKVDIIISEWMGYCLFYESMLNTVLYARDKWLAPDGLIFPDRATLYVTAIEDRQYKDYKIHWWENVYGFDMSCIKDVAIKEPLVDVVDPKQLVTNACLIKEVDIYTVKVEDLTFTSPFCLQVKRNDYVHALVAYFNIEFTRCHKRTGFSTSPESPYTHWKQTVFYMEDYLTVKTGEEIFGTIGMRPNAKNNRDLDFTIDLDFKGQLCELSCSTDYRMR
TCR-CD3 inh – human TCR-CD3 binding inhibition; AID 651800; inhibition, % at 9.4 µM; TAMRA-labeled TCR probe fluorescence, biochemical; 0.37% of 360,000 active; in the data active = inhibition above about 19%;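 note: recombinant mutant TCR 2C K166C tagged with TAMRA read by polarization; 0% = receptor in buffer alone and 100% = receptor with positive control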
MBD2 inh – blocks human MBD2 binding to methylated DNA. TR-FRET, MBD2 binding to methylated oligonucleotide. 0.31% of 370,000 active. inhibition, % at 4.4 µM; in the data active = inhibition above about 13%
LEDGF integ inh – blocks HIV-1 LEDGF/p75-dependent DNA integration | inhibition, % at 3.7 µM | 0.64% of 370,000 active | TR-FRET IN-LEDGF/p75 DNA integration, Eu/Cy5;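 active = inhibition above the screen-wide mean plus 3 SD, cut at about 13% in these data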;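 note: signal is the Cy5 over europium emission ratio at 671 and 618 nm; 0% = plate median of compound wells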
KLK7 zymogen act – proKLK7 (human) activation, primary screen | P49862 | purified proKLK7, EDANS-DABCYL substrate fluorescence; 100% is mature enzyme control, 0% vehicle | activation, % at 7 µM | 0.9% of 370,000 active | AID 652039;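 active = activation above the mean of all tested compounds plus 3 SD, computed per campaign excluding outliers beyond control limits, cut at about 13% in these data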
SIAE inh – human SIAE inhibition, primary screen | SIAE FP-Rh probe binding, fluorescence polarization | AID 1053197 | Q9HAT2 | inhibition, % at 9.66 µM | 0.69% of 370,000 active;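 active = inhibition above a cutoff: mean of compounds within the control limits plus 3 SD of those, cut at about 17% in these data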;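 note: 0% = plate median of compound wells and 100% = probe without SIAE protein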
UHRF1 MBD2 ctr – blocks human UHRF1 binding to methylated DNA; 0.75% of 370,000 active; AID 687016; inhibition, % at 4.4 µM; UHRF1 binding to methylated oligo, TR-FRET; in the data active = inhibition above about 21%;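 note: UHRF1 SRA domain binding a hemimethylated CpG hairpin DNA probe; 0% = median of test compound wells and 100% = reference inhibitor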
Tn7 DDE FP – inhibitors of Tn7 peptide binding to human fibrin DD(E); P02675; inhibition, % at 8.3 µM; FP displacement of FITC-Tn7 peptide from fibrin DD(E); 0% = median of compound wells per plate; 0.13% of 370,000 active;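 active = inhibition above the mean of compounds falling within the control limits plus 3 SD of them, cut at about 14% in these data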;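 note: 0% = plate median of compound wells and 100% = 10 µM Aha-Tn7 peptide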
Target sequence (P02675 whole entry, looked up): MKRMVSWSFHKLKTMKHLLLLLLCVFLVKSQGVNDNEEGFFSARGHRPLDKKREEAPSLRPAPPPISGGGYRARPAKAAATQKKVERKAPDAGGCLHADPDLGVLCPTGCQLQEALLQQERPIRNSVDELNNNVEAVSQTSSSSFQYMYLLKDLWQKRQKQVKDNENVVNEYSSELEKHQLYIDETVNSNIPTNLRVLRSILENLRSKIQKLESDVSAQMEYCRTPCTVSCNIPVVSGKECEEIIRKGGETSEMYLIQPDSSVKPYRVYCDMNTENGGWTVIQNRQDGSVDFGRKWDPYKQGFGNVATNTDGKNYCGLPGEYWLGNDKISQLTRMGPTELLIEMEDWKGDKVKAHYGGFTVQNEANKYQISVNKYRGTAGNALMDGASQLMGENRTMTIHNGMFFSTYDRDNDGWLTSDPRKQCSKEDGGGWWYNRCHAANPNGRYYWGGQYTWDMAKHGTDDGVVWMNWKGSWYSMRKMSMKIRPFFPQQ
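Assay system: human fibrin DD(E). Input: DD(E) 2 µM final. Medium: Tris buffer with calcium and detergent, pH 7.8. Compound dosing: single point at 8.3 µM. Timing: 10 min plus 3 h, room temperature. Technique: fluorescence polarization of the labelled Tn7 tracer. Read-out: percent inhibition. Replicates: singlicate testing.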
TDP2 inh – blocks human TDP2 phosphodiesterase activity | O95551 | inhibition, % at 12.8 µM | 0.34% of 370,000 active | recombinant TDP2, T5PNP hydrolysis, p-nitrophenol absorbance 415 nm | AID 720702;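 active = inhibition above the mean of all tested compounds plus 3 SD, set per campaign, cut at about 25% in these data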;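 note: 0% = DMSO with enzyme and 100% = buffer with substrate but no TDP2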
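Incubation: 2 h at 37 °C; Test system: recombinant human TDP2; Quantity: enzyme 120 nM; Read-out basis: percent inhibition; Medium: 50 mM Tris-HCl pH 7.5 with Mg2+, KCl, DTT, BSA; Repeats: single replicate; Compound: 12.8 µM single point, 1% DMSO; Signal: epi absorbance; Reagent: 5 mM T5PNP chromogenic substrate; Benchmarks: no-enzyme high, DMSO-plus-enzyme low.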
DDE Tn6 FP inh – inhibitors of Tn6 peptide binding to human fibrin DD(E). AID 720509. inhibition, % at 8.3 µM. P02675. 0.21% of 370,000 active. Fibrin DD(E) TRITC-Tn6 fluorescence polarization displacement;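 active = inhibition above a per-campaign cutoff: mean of compounds within control limits plus 3 SD, cut at about 15% in these data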;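 note: 0% = median of all compound wells on the plate and 100% = blocking peptide control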
* hit, by the source's call; nt = not tested or not shown.

SMILES	PRMT1 FP inh	TCR-CD3 inh	MBD2 inh	LEDGF integ inh	KLK7 zymogen act	SIAE inh	UHRF1 MBD2 ctr	Tn7 DDE FP	TDP2 inh	DDE Tn6 FP inh
N#Cc1cccc(NS(=O)(=O)c2ccccc2Cl)c1	8	6	0	-3	0.2	2	-1	-7	3	-7
NS(=O)(=O)c1cccc(NC(=O)COC(=O)/C(=C/c2cccs2)c2cccs2)c1	3	-3	1	-1	0.8	-14	2	0	-12	2
O=C(COc1ccc([N+](=O)[O-])cc1)Nc1ccccc1C(=O)NC1CC1	4	-2	4	0	0.6	-6	0	1	-8	-2
CCOC(=O)c1nn(-c2cccc(Cl)c2)c(C)c1C(C)=O	2	1	4	1	-0.4	1	3	1	-1	1
CCOC(=O)c1cccc(S(=O)(=O)N(CCO)Cc2cc3cc(OC)c(OC)cc3[nH]c2=O)c1	1	6	0	3	0.2	-6	-1	-10	1	-6
COc1ccc(CCNC(=O)Cn2c(-c3nonc3N)nc3ccccc32)cc1OC	3	-4	2	2	-0.4	9	-5	-8	3	-5
CCN(CC)c1ccc(Nc2nc(N3CCOCC3)c3ccccc3n2)cc1	5	6	-8	-4	1.6	9	-2	4	2	8
Cc1onc(-c2ccccc2Cl)c1C(=O)NCc1ccc2c(c1)cc(C)n2C	1	34*	-2	-4	0.1	13	-4	-2	1	22*
CCOC(=O)C(CCSC)Nc1nc(Cl)nc(Nc2ccc(Cl)cc2)n1 (configuration not stated)	1	2	5	2	0.0	-24	-1	-2	-12	-3
CCS(=O)(=O)Nc1ccc(Cc2ccc(NS(=O)(=O)CC)cc2)cc1	3	9	-1	4	-0.8	0	4	-3	-4	5
CC(=O)C1C(c2ccc(Cl)cc2)c2c(n[nH]c2C)CC1(C)O (configuration not stated)	1	4	-2	-1	0.2	-2	-1	-5	8	1
CC(=C/c1ccccc1)/C=N/NC(=O)c1cnccn1	-4	5	-3	-4	0.3	1	-1	-2	6	13
O=C1CCCCCCC1Sc1ccccc1[N+](=O)[O-] (configuration not stated)	30*	0	4	2	0.4	2	1	7	-3	3
CCOc1ccc(Br)cc1S(=O)(=O)Nc1cccc(S(=O)(=O)N(C)C)c1	-3	-3	-2	0	0.7	-3	-1	7	5	4
Cc1cccc(C)c1OCC(=O)N1CC2(C)CC1CC(C)(C)C2 (configuration not stated)	-2	5	-1	-3	0.2	2	-1	7	-1	-2
Cc1ccc(CNC(=O)c2ccc(F)c(S(=O)(=O)N3CCOCC3)c2)cc1	-2	-2	-1	0	0.1	1	0	-4	-1	4
COc1ccc(/C=C/C(=O)OC2CCCCC2CN(C)C)cc1 (configuration not stated)	-2	5	-2	0	-0.4	2	0	-2	6	9
CCOC(=O)c1c(NC(=O)CN2CCCCC2)sc2c1CCC(C=O)=C2Cl	9	-13	8	3	-0.3	-3	4	-5	-9	-8
N#CCCN(C(=O)COC(=O)c1cccc(S(=O)(=O)Nc2ccc([N+](=O)[O-])cc2)c1)c1ccccc1	-4	2	-6	1	0.3	-11	-3	1	2	5
Cc1nc(-c2cccc(NC(=O)c3ccc(-n4nccc4C)cc3)c2)cs1	3	3	2	-4	-0.1	-24	-3	0	4	-3
CN(CC(=O)Nc1ccccc1C(F)(F)F)C(=O)COc1cccnc1[N+](=O)[O-]	-1	2	0	-2	0.8	3	0	3	-9	8
CCC(C)Nc1c([N+](=O)[O-])cc(C)cc1[N+](=O)[O-] (configuration not stated)	-1	-2	2	0	-0.1	7	-1	7	7	2
COc1ccccc1C(=O)NNC(=O)C(=O)Nc1ccc(C)c(Cl)c1	-2	2	-3	4	-0.3	-8	-1	-1	0	-8
Cc1cc(C)c2nc(NC(=O)C3CCCO3)sc2c1 (configuration not stated)	-2	2	-9	-4	-0.5	-2	1	6	-1	15*
C=CCN1[C@H](CO)[C@H](c2ccc(C#CC3(O)CCCC3)cc2)[C@@H]1C#N	4	nt	14*	3	0.5	8	19	5	10	-2
O=C(CCc1n[nH]c(=O)[nH]c1=O)N1CCOCC1	-7	-7	-1	2	0.2	-6	1	-4	-7	-7
CCn1c(CC(=O)Nc2ccc(C)c(Cl)c2)nnc1SCC(=O)Nc1nc(C)cs1	-2	5	2	2	0.1	-21	6	-1	-16	-1
Cc1cc2nc(-c3ccc(Cl)cc3)c(CC3CCCCC3)n2c(C)c1Br	-2	-8	1	0	1.4	0	2	-1	8	-6
COc1ccc(-n2ncc3c(Nc4cccc(C)c4)ncnc32)cc1	-4	-3	-2	0	-0.2	-3	0	4	16	5
O=C(Nc1ccccc1)NC1CCN(Cc2c(F)cccc2Cl)CC1	-1	-5	0	-2	-0.2	-1	3	4	7	1
Cc1ccc(C)c(NC(=O)CN2C(=O)NC(C)(c3ccc4c(c3)OCCO4)C2=O)c1 (configuration not stated)	-2	3	-5	-1	-0.1	-4	70*	1	-11	2
CCOC(=O)N1CCC(NC(=O)c2ccc3c(c2)N(Cc2ccccc2)CCS3)CC1	1	-1	1	-4	-9.6	4	1	4	2	4
CCn1cc2nc(SCC(=O)Nc3ccc(OC)cc3OC)n(Cc3ccc(OC)cc3)c(=O)c2n1	-2	0	2	6	0.4	-3	1	-2	4	3
Cc1ccc(-c2noc(CN(C(=O)c3cccs3)C(C)C)n2)cc1	-1	-1	4	-5	0.2	3	-2	-3	0	-2
CCN(CC(=O)NC1CCS(=O)(=O)C1)S(=O)(=O)c1ccc(Br)cc1 (configuration not stated)	-6	-2	1	2	-0.5	-4	1	-2	3	3
Cc1nc2ccc(S(=O)(=O)c3ccc4nc(C)[nH]c4c3)cc2[nH]1	1	5	1	2	-0.9	-1	-1	-2	8	-5
COc1c(N2CCN(C(=S)Nc3ccccc3F)C(C)C2)c(F)cc2c(=O)c(C(=O)O)cn(C3CC3)c12 (configuration not stated)	-3	-4	1	-1	18*	7	2	-5	8	1
COc1cccc(CN(C)C(=O)c2ccc(NC(=O)CC3SC(N4CCCCC4)=NC3=O)cc2)c1OC (configuration not stated)	-1	-2	-1	1	-0.5	3	0	-4	0	-3
COC(=O)c1cc2c(ccn2-c2ccc(F)cc2)n1C(C)C	-1	-3	2	4	-0.3	-2	-2	-7	-4	-6
Cc1ccc(S(=O)(=O)NCC(=O)OCC(=O)NCc2ccc(F)cc2)cc1	3	-3	2	0	0.0	2	6	-5	6	3

Quoted at random: 4 entries already listed, in no set order.
SMILES	PRMT1 FP inh	TCR-CD3 inh	MBD2 inh	LEDGF integ inh	KLK7 zymogen act	SIAE inh	UHRF1 MBD2 ctr	Tn7 DDE FP	TDP2 inh	DDE Tn6 FP inh
CCC(C)Nc1c([N+](=O)[O-])cc(C)cc1[N+](=O)[O-] (configuration not stated)	-1	-2	2	0	-0.1	7	-1	7	7	2
Cc1ccc(C)c(NC(=O)CN2C(=O)NC(C)(c3ccc4c(c3)OCCO4)C2=O)c1 (configuration not stated)	-2	3	-5	-1	-0.1	-4	70*	1	-11	2
O=C(Nc1ccccc1)NC1CCN(Cc2c(F)cccc2Cl)CC1	-1	-5	0	-2	-0.2	-1	3	4	7	1
CN(CC(=O)Nc1ccccc1C(F)(F)F)C(=O)COc1cccnc1[N+](=O)[O-]	-1	2	0	-2	0.8	3	0	3	-9	8

(continued)
SMILES	PRMT1 FP inh	TCR-CD3 inh	MBD2 inh	LEDGF integ inh	KLK7 zymogen act	SIAE inh	UHRF1 MBD2 ctr	Tn7 DDE FP	TDP2 inh	DDE Tn6 FP inh
O=C(N/N=C/c1ccc(F)cc1)c1cccc(NC(=O)c2ccc(F)cc2)c1	-3	5	-2	-1	0.0	-9	-3	3	-14	-15
O=[N+]([O-])c1cccc2c(N3CCCC3)ccnc12	-1	-9	-10	3	-0.2	4	-5	2	-1	-2
CCCCCOc1ccc(/C=N/NC(=O)c2nnn(-c3nonc3N)c2CN2CCCCCC2)cc1	-4	-1	-3	2	-0.1	0	4	-10	-1	0
COc1ccc(OC)c(CN2C(=O)c3ccnn3CC2(C)c2nnnn2C2CCCC2)c1 (configuration not stated)	-1	nt	0	0	0.2	2	-3	5	7	-2
COc1ccc(Nc2nnc(SCC(=O)NC3CCCC3)s2)cc1	-1	9	1	-4	0.3	10	1	0	3	12
COc1ccc(OCCn2cc(/C=N/NC(=O)c3ccncc3)c3ccccc32)cc1	-1	3	-2	-2	-0.4	12	-2	-3	2	3
CCC(C)NC(=O)C1CCN(S(=O)(=O)c2ccc(Br)s2)CC1 (configuration not stated)	-2	-7	2	-3	0.2	6	-3	6	8	0
O=C(NCc1ccco1)C1CCC(CNS(=O)(=O)c2cccc3cccnc23)CC1 (configuration not stated)	2	3	3	1	-0.1	2	1	4	0	-2
O=C(CN1CCN(C(=O)c2ccccc2)CC1)Nc1cccc(S(=O)(=O)N2CCCC2)c1	-2	-10	5	2	0.2	-3	3	-4	-5	-1
NS(=O)(=O)c1ccc(NC(=O)CSc2ncn[nH]2)cc1	-2	-4	2	3	0.2	-1	4	-9	-5	13
CC(=S)/C=C1\Sc2ccccc2N1C	39*	-5	-8	2	0.0	1	-9	5	1	2
O=C(NCCc1ccc2c(c1)OCCO2)c1cccc(F)c1	-1	-2	4	0	0.0	-1	-2	0	-5	6

Compounds from the list above with an NH in an aromatic ring, in the order listed:
SMILES	PRMT1 FP inh	TCR-CD3 inh	MBD2 inh	LEDGF integ inh	KLK7 zymogen act	SIAE inh	UHRF1 MBD2 ctr	Tn7 DDE FP	TDP2 inh	DDE Tn6 FP inh
CCOC(=O)c1cccc(S(=O)(=O)N(CCO)Cc2cc3cc(OC)c(OC)cc3[nH]c2=O)c1	1	6	0	3	0.2	-6	-1	-10	1	-6
CC(=O)C1C(c2ccc(Cl)cc2)c2c(n[nH]c2C)CC1(C)O (configuration not stated)	1	4	-2	-1	0.2	-2	-1	-5	8	1
O=C(CCc1n[nH]c(=O)[nH]c1=O)N1CCOCC1	-7	-7	-1	2	0.2	-6	1	-4	-7	-7
Cc1nc2ccc(S(=O)(=O)c3ccc4nc(C)[nH]c4c3)cc2[nH]1	1	5	1	2	-0.9	-1	-1	-2	8	-5
NS(=O)(=O)c1ccc(NC(=O)CSc2ncn[nH]2)cc1	-2	-4	2	3	0.2	-1	4	-9	-5	13
